CF NFkB inh – inhibitors of cystic fibrosis induced NF-kB; KKLEB NF-kB-GFP reporter, PAF-induced, GFP fluorescence overnight; hit rate 0.86% among 360,000; AID 588850; inhibition, % at 5 µM;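 active = at least 50% inhibition at 5 µM, scaled per plate between neutral and stimulator controls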;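 note: PAF is a Pseudomonas aeruginosa culture filtrate used as stimulus; plate controls were PAF-stimulated DMSO wells for no effect and unstimulated DMSO wells for full effect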
TRPM1 prom inh – inhibitors of MITF-driven TRPM1 promoter in melanoma cells; SK-MEL-5 TRPM1 promoter luciferase, 24 h; inhibition, % at 12.5 µM; hit rate 0.83% among 330,000;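 active = mean inhibition across replicates of 60% or more, whatever share of single replicates reaches that level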; note: values of inactives mirror those of a sister screen read the other way
CaV13 ICDI inh – Primary screen for inhibitors of IQ motif and Ca2+-dependent inactivation inhibitor domain binding in CACNA1D, Förster resonance energy transfer in living cells, …; HEK cells, CFP/YFP FRET ICDI-IQ, plate reader, 10 min; percent FRET-ratio fall versus neutral wells; hit rate 0.098% among 340,000; inhibition, % at 12.3 µM;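 active = mean replicate inhibition of at least 30% and at least 1% of replicates passing that level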;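 note: 0% = median of the neutral control wells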
NR2E3 ag-1 – activates human photoreceptor nuclear receptor NR2E3. Q9Y5X4. GST-NR2E3/biotin-RetCOR TR-FRET, 1536-well. inhibition of corepressor binding, % at 4.78 µM. hit rate 0.12% among 320,000. AID 2300;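 active = percent inhibition above the cutoff of mean plus 3 SD of all tested compounds, set per screening campaign, cut at about 20% in these data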;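 note: 0% = DMSO wells and 100% = biotin wells as full block of FRET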
Target sequence (Q9Y5X4 whole entry, looked up): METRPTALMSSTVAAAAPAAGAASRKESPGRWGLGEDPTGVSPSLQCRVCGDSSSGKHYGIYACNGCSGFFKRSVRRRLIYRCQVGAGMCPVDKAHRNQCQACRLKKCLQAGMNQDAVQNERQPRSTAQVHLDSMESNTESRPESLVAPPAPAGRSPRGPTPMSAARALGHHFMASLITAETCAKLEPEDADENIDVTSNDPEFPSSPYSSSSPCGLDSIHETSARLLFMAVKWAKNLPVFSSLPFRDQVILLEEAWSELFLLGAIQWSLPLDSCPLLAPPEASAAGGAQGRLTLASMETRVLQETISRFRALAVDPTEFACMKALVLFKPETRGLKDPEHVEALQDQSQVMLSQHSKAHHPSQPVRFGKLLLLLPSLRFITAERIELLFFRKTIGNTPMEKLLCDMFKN
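Test system: GST-NR2E3 and biotin-RetCOR proteins | Quantity: 1.35 nM GST-tagged NR2E3 final | Medium: Tris pH 7.5 | Also added: 7 nM biotin-RetCOR | Dosing: Compound at 4.8 µM, single dose | Timing: 5 h at 4 °C | Detection: Time-resolved FRET | Read-out basis: Percent inhibition | Benchmarks: Biotin wells as high control, 0.6% DMSO wells as low control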
NR2E3 ag-2 – human photoreceptor-specific nuclear receptor agonism; inhibition of corepressor binding, % at 3.98 µM; Q9Y5X4; AID 602229; CHO-S Gal4-NCOR/VP16-NR2E3 two-hybrid, luciferase; hit rate 0.35% among 360,000;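 active = inhibition above the mean of all tested compounds plus 3 SD, cut at about 70% in these data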;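 note: 0% = DMSO with NR2E3 transfected cells and 100% = cells lacking NR2E3 construct; higher means lower luciferase signal from less NR2E3 corepressor binding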
PDI turbidity – blocks human protein disulfide isomerase activity | hit rate 0.052% among 350,000 | P07237 | AID 588391 | inhibition, % at 10 µM | PDI insulin aggregation turbidity, A650, 90 min;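 active = mean inhibition across replicates of 30% or more, whatever share of single replicates reach that level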;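 note: absorbance from insulin aggregation driven by PDI reduction with DTT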
Target sequence (P07237 whole entry, looked up): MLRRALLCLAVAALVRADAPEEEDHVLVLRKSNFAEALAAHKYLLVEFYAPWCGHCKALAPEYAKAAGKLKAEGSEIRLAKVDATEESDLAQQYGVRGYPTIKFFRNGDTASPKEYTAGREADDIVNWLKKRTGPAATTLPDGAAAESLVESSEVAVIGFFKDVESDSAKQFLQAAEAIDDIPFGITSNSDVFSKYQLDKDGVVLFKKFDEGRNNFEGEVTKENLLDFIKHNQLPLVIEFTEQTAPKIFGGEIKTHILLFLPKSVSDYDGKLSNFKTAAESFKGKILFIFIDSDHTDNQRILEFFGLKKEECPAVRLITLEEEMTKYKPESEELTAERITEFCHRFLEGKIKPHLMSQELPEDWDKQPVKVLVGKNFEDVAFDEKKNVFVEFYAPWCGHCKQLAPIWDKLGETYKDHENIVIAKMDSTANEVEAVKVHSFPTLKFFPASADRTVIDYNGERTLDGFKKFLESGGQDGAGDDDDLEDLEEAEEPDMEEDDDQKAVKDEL
KKLEB cytotox – counter-screen for CF NF-kB inhibitors: cytotoxicity | KKLEB CF airway cells viability, ATPlite luminescence, overnight; active compounds read low; cells stimulated with P. aeruginosa culture filtrate | activity change (cytotoxicity), % at 5 µM | hit rate 0.36% among 360,000 | AID 602141;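 active = corrected activity change at or below -50% at 5 µM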
HIF-2a block – HIF-2a inhibition | inhibition, % at 18.8 µM | hit rate 0.72% among 360,000 | 786-0 RCC cells HIF-2a reporter, luciferase luminescence, overnight;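 active = inhibition of the luminescence signal of 40% or more relative to plate controls, in a single-dose primary screen at 18.75 µM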
Vif imaging – inhibitors of HIV Vif; HEK293T cells, Vif self-association by quenched fluorescence, imaging, 24 h; inhibition, % at 7.49 µM; hit rate 0.35% among 340,000; in the data active = inhibition above about 50%, passing the limit was not always enough; note: some results filed as inactive read as strong as hits
Shn3 3UTR inh – Schnurri-3 reporter inhibition in Clone20 osteoblasts; Clone20 osteoblast Shn3 3'UTR firefly luciferase, 24 h; inhibition, % at 12.5 µM; hit rate 0.52% among 360,000; AID 588674;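 active = mean inhibition of at least 75% with every replicate also reaching 75%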;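 note: 0% = median of neutral control wells and 100% = pilot-screen positive control compound; some compounds past the cut are filed as inactive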
Peg3 prom inh – reduces Peg3 promoter-driven luciferase expression in HeLa; HeLa PEG-Prom luciferase reporter, luminescence, overnight; inhibition, % at 20 µM; hit rate 1.7% among 360,000; AID 588405;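 active = inhibition of at least 50% at 20 µM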
* marks the source's active call; other numbers are inactive results; x = no result given.

Results follow in this order: CF NFkB inh	Shn3 3UTR inh	TRPM1 prom inh	PDI turbidity	HIF-2a block	NR2E3 ag-1	KKLEB cytotox	CaV13 ICDI inh	NR2E3 ag-2	Peg3 prom inh	Vif imaging
> CCOC(=O)c1sc2ncc([N+](=O)[O-])cc2c1N
    6	-9	-26	-1	-101	1	5	-5	-9	-10	-6
> CC1(C)[C@H]2CC=C(CN3CCC(N4CCC(C(=O)N5CCCC5)CC4)CC3)[C@@H]1C2
    -8	-3	-1	8	9	1	4	-6	0	-1	-4
> Fc1cc(F)cc(NC(=S)Nc2ccccc2N2CCOCC2)c1
    5	7	3	-36	6	3	-9	-6	-2	15	x
> CC(OC(=O)c1cc2sccc2n1C)C(=O)NCCc1ccccc1 (stereo unspecified)
    16	12	17	-11	-4	-2	-17	x	-15	11	0
> OC[C@@H]1CN(Cc2ccc(-c3ccccc3)cc2)C[C@H](n2cnc3c(N4CCCC4)ncnc32)O1
    -6	5	x	7	3	x	9	-12	7	8	-9
> C/C=C\C(=O)Nc1cccc(C2=NOC3(C2)C[C@@H](C(N)=O)N(C(=O)COc2ccc(Cl)cc2)C3)c1 (stereo partly specified)
    -5	-19	-4	3	-7	4	-9	-11	-28	-8	x
> CCCCOc1ccc(S(=O)(=O)NC(=O)C2(C)CCN2C(=O)Cc2cccs2)cc1 (stereo unspecified)
    -1	-21	x	4	13	x	8	-13	-30	-5	-4
> O=C(c1cc2ccccc2oc1=O)N1CCCC1
    -16	6	-4	1	13	4	11	-4	-26	9	-6
> CSc1ccc(CN2CCN(C(=O)CC(C)C)CC2)cc1
    1	3	14	-5	-3	0	6	-5	-10	8	-2
> COc1cccc2c1OCC(C(=O)Nc1nccs1)=C2
    -7	-79	-112	-5	-284	4	-2	-4	-92	-293	-4
> CCCCCOC(=O)CCN1C(=O)/C(=C2\SC(=S)N(CCC(=O)OCCCCC)C2=O)SC1=S
    5	1	-1	-4	20	-5	0	-14	-21	9	14
> CC(=O)Oc1ccc(OC(C)=O)c2c1CC(C)=C(C)C2
    9	22	2	-11	7	-3	-8	-20	-47	3	9
> COc1ccc(-c2nc(NCCCN(C)C)c3ccccc3n2)cc1
    -13	-41	-30	-8	-162	0	-12	-3	-4	-106	-6
> O=C(CSc1nnc2ccc(-c3ccc(F)cc3)nn12)N1CCOCC1
    -9	7	-4	1	-1	1	7	-6	-4	-10	1
> O=C(NCCCNC(=O)c1ccccc1)c1ccccc1
    -10	-1	x	0	24	0	-15	-17	-20	6	-5
> Cc1ccccc1S(=O)(=O)Cc1ccc(C(=O)N2CCN(c3cccc(C)c3C)CC2)o1
    68*	12	53	-4	10	11	-24	x	-4	70*	-17
> CCOC(=O)C(=O)Nc1ccc(F)cc1
    6	-1	-2	5	-20	-3	-3	x	-7	6	3
> COc1ccc(C)cc1NC(=O)CN1C(=O)CSc2ccc(S(=O)(=O)N3CCCC3)cc21
    -1	14	16	-5	0	-1	-5	-3	-10	11	0
> CCOC(=O)c1c(-c2ccccc2)nnn1-c1nc(OCC)nc(N2CCCCC2)n1
    4	47	17	9	9	1	10	-6	-6	53*	-14
> O=C(COc1ccc(F)cc1)NCC1CCCO1 (stereo unspecified)
    1	20	2	-2	14	-1	-9	-6	-2	10	8
> CCCNC(=O)CCn1nc(-c2ccc(C)cc2)c2ccccc2c1=O
    2	4	-1	-3	13	-1	-2	-18	-6	14	-5
> Cc1ccc(NC(=O)CC2C(=O)NCCN2C(=S)Nc2ccccc2)c(C)c1 (stereo unspecified)
    -9	22	0	-4	19	0	5	-5	15	-9	-19
> CN(CC(=O)Nc1ccc(N2CCOCC2)cc1)CC(=O)Nc1ccccc1C#N
    -19	-2	-2	-15	14	-3	10	-5	6	13	0
> COc1cc(/C(C)=N/N2CCN(c3ccccc3OC)CC2)ccc1O
    -7	2	-10	13	12	0	5	-19	-16	5	1
> CCOC(=O)c1sc(NC(=O)c2ccoc2C)c(C(N)=O)c1C
    -65	-9	-1	0	-5	1	6	-5	-27	8	-3
> Cc1ccc(C(=O)NNC(=O)c2ccccc2-n2cccc2)cc1
    4	-10	0	5	3	1	-6	-5	-20	-5	-4
> Cc1ccc(NC(=O)c2cc(N3C(=O)C4CC=CCC4C3=O)ccc2N2CCOCC2)cc1Cl (stereo unspecified)
    -8	-6	5	-11	10	2	-1	x	23	4	-8
> O=C(c1ccccc1)c1ccc(COC(=O)c2cnccn2)cc1
    -5	-7	-10	-8	3	2	20	6	-21	9	5
> COc1ccc2c(c1)[nH]c1c(=O)n(CCCN3CCOCC3)cnc12
    4	4	-5	-7	7	1	7	-5	-4	6	13
> O=C(N[C@@H](Cc1c[nH]c2ccccc12)C(=O)O)c1ccc(Cl)cc1
    5	-18	4	-6	4	-4	-1	-5	-7	-9	2
> COC(=O)C1=C(C)NC(C)=C(C(=O)OC)C1C(=O)OCC(=O)NC1CCCCC1C (stereo unspecified)
    9	-3	x	-40	4	x	-7	-11	-34	-8	x
> CCN(CC(=O)Nc1ccccc1OC)CC(=O)Nc1ccccc1C(F)(F)F
    6	16	3	-6	10	-1	-5	-3	-16	35	2
> COC(=O)[C@@H](Cc1ccccc1)NC(=O)[C@H]1CCC(=O)N1C(=O)OCc1ccccc1
    18	4	-16	x	0	2	0	x	-1	16	1
> O=C(CCNc1cc(Cl)cc(Cl)c1)c1ccco1
    12	-13	1	2	-3	2	-9	x	-30	-15	15
> COc1ccc(N2C(=O)C3CCCN3C2=O)cc1 (stereo unspecified)
    4	7	7	1	22	-1	-5	-6	5	4	12
> Cc1cc2[nH]c(=O)c(=O)[nH]c2cc1S(=O)(=O)NC1CCCCC1C (stereo unspecified)
    21	4	-5	x	0	1	-1	x	14	10	3
> COc1ccc(-c2noc(-c3ccoc3C)n2)cc1
    -12	-45	-56	1	-293	2	3	0	-131	-295	-3
> CCCCn1c(N)c(N(CCOC)C(=O)c2cccc(S(=O)(=O)N3CCCCCC3)c2)c(=O)[nH]c1=O
    2	-23	4	6	7	-1	3	-5	-4	8	-8
> CCn1cc(C(=O)C(F)(F)F)c2ccccc21
    -1	3	5	-7	4	-1	11	-7	-12	-4	-1
> S=C(Nc1ccc(Nc2ccccc2)cc1)NN1CCOCC1
    7	-37	1	6	-57	7	-12	-4	-5	-12	0
> CC(=O)c1c(C(=O)O)[nH]c(C(=O)O)c1C
    6	-2	2	0	15	2	-6	-4	-15	17	14
> FC(F)(F)c1cc(-c2ccco2)nc(N2CCN(c3ccccc3)CC2)n1
    -2	8	2	1	-34	-1	0	-4	2	26	-4
> COc1ccccc1-n1cnc2cc(C(=O)NCCCN3CCOCC3)ccc21
    7	-3	4	-10	12	3	1	-2	10	15	-3
> CCCN1CNC(=S)N(Cc2ccccc2)C1
    6	-32	-3	-3	24	6	12	-6	-2	3	6
> CCCCSCCCNC(=O)c1cn(C)c2ccc(S(=O)(=O)N3CCCC3)cc2c1=O
    -5	-3	-2	11	10	3	-3	-17	-8	27	5
> COCCCNC(=O)CNC(=S)N(Cc1ccccc1)Cc1cccnc1
    4	-1	5	2	4	-1	-9	-1	5	13	-4
> Cc1ccc2c(CC(=O)O)coc2c1
    4	6	-4	1	13	3	12	-5	11	9	-17
> O=C(Nc1ccn(CCCNCCCN2CCCC2=O)c(=O)n1)OCc1ccccc1
    0	7	2	1	7	x	0	-7	-34	0	-4
> CCC1(C)N(O)C(C)(C)C(c2ccc(OC)cc2)=[N+]1[O-] (stereo unspecified)
    12	-2	-4	0	5	1	-5	-5	-6	-1	15
> Cc1ccccc1-c1n[nH]c(=S)o1
    2	6	5	8	3	6	-6	x	-34	9	2
> Brc1ccc(-c2ccc(/C=N/Nc3nc(N4CCOCC4)nc(N4CCOCC4)n3)o2)cc1
    14	29	-12	3	2	4	2	0	-6	43	-3
> Cc1ccc(NS(=O)(=O)c2ccc3c(c2)NC(=O)CO3)cc1Cl
    2	21	8	0	16	-2	-12	-3	16	19	-6
> O=C(CSc1nc2ccc(F)cc2c(=O)n1-c1ccccc1)Nc1ccc2c(c1)CCC2
    -30	11	x	-1	-4	x	11	-5	-12	-3	x
> Cc1ccc(N(C)S(=O)(=O)c2cc(-c3cnc(C4CC4)o3)ccc2C)cc1
    3	37	-3	1	29	2	-1	-8	-7	36	-15
> CCOC(=O)C[C@H]1c2ccc(C(F)(F)F)cc2S(=O)(=O)N1C(C)C
    -16	6	4	-1	10	2	6	-11	2	4	-4
> CCOc1ccc(NS(=O)(=O)CC23CCC(CC2=O)C3(C)C)cc1 (stereo unspecified)
    14	-9	3	2	23	1	-8	-5	-4	0	11
> N#Cc1cccc(NC(=O)CCN2C(=O)C3CCCCC3C2=O)c1 (stereo unspecified)
    9	13	-9	0	-2	x	3	-6	-4	3	16
> COC(=O)c1sc(NC(=O)c2c(OC)cccc2OC)c(C#N)c1C
    -8	23	-2	1	5	6	-4	0	-11	2	-3
> CCOC(=O)CC(=O)CSc1nnc2sc3ccccc3n12
    -3	-23	-2	0	-12	5	2	-4	-4	0	-2
> S=C(NCCN1CCOCC1)Nc1ccc(-c2nc3ccccc3[nH]2)cc1
    -7	10	-41	8	-139	8	5	3	-10	-100	-10

Next compounds follow.
Results follow in this order: CF NFkB inh	Shn3 3UTR inh	TRPM1 prom inh	PDI turbidity	HIF-2a block	NR2E3 ag-1	KKLEB cytotox	CaV13 ICDI inh	NR2E3 ag-2	Peg3 prom inh	Vif imaging
> COc1ccc(Cl)cc1NC(=O)CN(C)C(=O)CCCc1c[nH]c2ccccc12
    -6	-9	4	1	-3	1	-6	x	-4	24	2
> O=C(NCc1ccc(F)c(F)c1)c1ccc(-c2ccc(F)c(F)c2)c2ccoc12
    -42	11	x	-4	-6	x	17	-10	-37	-8	-5
> COc1ccc(C(CNC(=O)COc2ccccc2)N2CCCCC2)cc1 (stereo unspecified)
    -11	3	0	0	3	0	-2	-6	16	4	-6
> CC1=C(C(=O)N(C(C)C)C(C)C)CC(CC(=O)NC2CCCC2)C(=O)N1Cc1ccc(F)cc1 (stereo unspecified)
    -18	-6	x	x	8	x	11	-4	-1	0	x
> Cc1cc(C)n2nc(CC#N)c(C#N)c2n1
    6	4	6	4	6	1	4	-2	-20	-13	-6
> C=CCn1c(SCC(=O)Nc2cccc(S(N)(=O)=O)c2)nc2sc(C)c(C)c2c1=O
    -1	14	9	2	5	x	12	-2	25	14	-4

Source: PubChem BioAssay

Hits appear at their usual frequency, and some 3.3% of all compounds hit somewhere here.
